DSG3 Ab inh – inhibitors of pemphigus antibody binding to DSG3, primary screen, biochemical, bead-based, flow cytometry, scFv-GFP; DSG3-coupled beads, scFv-anti-DSG3-GFP binding; stronger effect = lower value; binding (percent of control), % at 10 µM; 310,000 compounds, 0.48% hits;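 active = binding more than 3 SD below its plate's average and above zero; inconclusive = below that plate limit but binding exactly zero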; note: some compounds called inactive have numbers as strong as hits
Arr AP2 block – inhibitors of beta-arrestin/AP2 binding, primary screen, biochemical, GPCR trafficking, flow cytometry | FITC-arrestin peptide / GST-AP2 beads; AP2 beta2 appendage carries R879A mutation | inhibition, % at 10 µM | 340,000 compounds, 0.31% hits | AID 504490, 2011;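 active = inhibition above a set limit, near 3 SD of compounds lacking own fluorescence, cut at about 54% in these data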;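 note: plate controls were DMSO wells for no effect and 5 µM unlabelled arrestin peptide for full effect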
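System: GST-AP2 R879A glutathione beads | Also added: FITC-arrestin peptide, 50 nM | Times: 12 min plus 1 h, RT | Signal: Bead flow cytometry, FITC channel | Buffer or medium: PBS with 0.05% Tween 20 and 0.1% BSA | Read-out basis: Percent drop in bead-associated FITC signal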
Cardiac RTF inh – cardiac RTF calcium sensitivity inhibitors, primary screen, biochemical, IANBD-TnC fluorescence, EC70 calcium | Troponin I, cardiac muscle (Homo sapiens) + Troponin T, cardiac muscle (Homo sapiens) + … | IANBD-labeled cardiac RTF, Ca2+ fluorescence | inhibition, % at 7.15 µM | 340,000 compounds, 0.12% hits;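 active = inhibition above the mean inhibition of all tested compounds plus 3 SD, cut at about 17% in these data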;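 note: assay run at fixed EC70 calcium of 1.6 mM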
C-LANA FP – inhibitors of KSHV C-LANA binding to DNA, primary screen, biochemical, fluorescence polarization, FAM-LBS DNA, MBP-C-LANA, single point; Kaposi's sarcoma herpesvirus LANA C-terminal domain (residues 932-1162) DNA binding; AID 504423, 2011; inhibition, % at 9 µM; 340,000 compounds, 0.078% hits;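 active = highest replicate inhibition at or above 60% at 9 µM, even if other replicates fall short; inactive = all replicates below 60% inhibition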;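 note: 0% = neutral control wells and 100% = 4 µM acridine orange control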
MOR-DOR inv ag – inverse agonists of MOR-DOR heterodimerization, primary screen, cell-based, luminescence; inhibition, % at 9.3 µM; Mu-type opioid receptor (Homo sapiens) + Delta-type opioid receptor (Homo sapiens), …; cell-based MOR-DOR heterodimer luminescence, inverse agonism; 340,000 compounds, 0.21% hits; AID 504357, 2011; in the data active = inhibition above about 22%, passing the limit was not always enough;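 note: 0% = cells with DMSO and 100% = wells without cells with DMSO; values of inactives mirror those of a sister screen read the other way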
Keap1-Nrf2 PPI – Keap1-Nrf2 protein-protein interaction inhibitors, primary screen, biochemical, fluorescence polarization, single point. Kelch-like ECH-associated protein 1 (Homo sapiens), Q14145. AID 504523, 2011. Keap1 Kelch-Nrf2 peptide fluorescence polarization, 1536-well. 340,000 compounds, 0.15% hits. inhibition, % at 9.4 µM; in the data active = inhibition above about 12%; inconclusive = no clear call, values can overlap the other calls; inactive = below about 7.3%;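 note: human Keap1 Kelch domain with fluorescein labeled Nrf2 9mer peptide probe; 0% = neutral control wells and 100% = peptide positive control; higher means more block of Keap1 binding to Nrf2 peptide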
Target sequence (Q14145 whole entry, looked up, the tested form may be a part): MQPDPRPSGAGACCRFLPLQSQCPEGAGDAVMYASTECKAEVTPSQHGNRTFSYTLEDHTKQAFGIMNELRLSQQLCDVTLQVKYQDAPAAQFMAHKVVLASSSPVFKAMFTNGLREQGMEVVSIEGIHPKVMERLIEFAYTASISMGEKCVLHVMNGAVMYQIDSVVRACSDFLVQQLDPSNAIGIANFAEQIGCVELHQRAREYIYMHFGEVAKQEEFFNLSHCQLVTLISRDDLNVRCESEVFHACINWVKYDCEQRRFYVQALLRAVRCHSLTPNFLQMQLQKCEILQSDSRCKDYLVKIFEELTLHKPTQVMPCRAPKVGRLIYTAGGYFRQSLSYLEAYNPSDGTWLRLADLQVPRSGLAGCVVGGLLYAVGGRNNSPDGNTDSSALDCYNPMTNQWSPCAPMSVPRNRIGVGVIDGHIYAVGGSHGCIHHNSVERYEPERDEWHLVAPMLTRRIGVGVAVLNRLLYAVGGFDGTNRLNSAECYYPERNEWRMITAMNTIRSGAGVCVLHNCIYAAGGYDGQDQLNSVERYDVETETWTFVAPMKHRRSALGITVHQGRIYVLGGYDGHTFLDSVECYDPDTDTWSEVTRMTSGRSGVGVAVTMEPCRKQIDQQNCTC
RTF Ca sens act – cardiac RTF calcium sensitivity activators, primary screen, biochemical, IANBD-TnC fluorescence, EC20 calcium | activation, % at 7.2 µM | IANBD-labeled TnC RTF fluorescence at EC20 calcium; 0% EC20 calcium, 100% full calcium | 340,000 compounds, 0.24% hits | AID 493008, 2010 | Troponin I, cardiac muscle (Homo sapiens) + Troponin T, cardiac muscle (Homo sapiens) + …;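 active = activation above the mean over all tested compounds plus 3 SD, cut at about 30% in these data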;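 note: rise in fluorescence read as greater calcium sensitivity of cardiac thin filaments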
V-ATPase pH – regulators of yeast V-ATPase proton pumping, primary screen, pHLuorin cytosolic pH fluorescence; S. cerevisiae; response, % at 10 µM; 350,000 compounds, 0.37% hits; AID 504577, 2011; in the data active = response mostly above about 7.3%, no sharp cut-off; inactive = mostly below about 5.4%; note: actives read high; inactives centre near 0; some compounds called inactive have numbers as strong as hits; reference of the scale not given here
Wnt act – Wnt/beta-catenin pathway activators, primary screen, cell-based, plate reader, single point. Wnt/beta-catenin reporter cell assay, activator. activation, % at 9.35 µM. 300,000 compounds, 1.2% hits; in the data active = activation above about 30%, passing the limit was not always enough; inconclusive = no clear call, values can overlap the other calls;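 note: 0% = neutral control wells and 100% = positive control wells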
MOR-DOR ag – agonists of OPRM1-OPRD1 heterodimerization, primary screen, cell-based, luminescence. cells. activation, % at 9.3 µM. 340,000 compounds, 0.3% hits; in the data active = activation above about 18%;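 note: 0% = vehicle-treated cells and 100% = reference agonist; values of inactives mirror those of a sister screen read the other way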
The depositor's hits bear a star; ? = inconclusive; / = no result given. Outcome played no part in choosing rows; 3.1% or so of the library scored in one or more.

The opening 6 compounds, to show the layout:
DSG3 Ab inh	Arr AP2 block	Cardiac RTF inh	compound	C-LANA FP	MOR-DOR inv ag	Keap1-Nrf2 PPI	RTF Ca sens act	V-ATPase pH	Wnt act	MOR-DOR ag
/	-1	0	CS(=O)(=O)N(CC(=O)Nc1ccc2c(c1)OCO2)Cc1ccc(Cl)cc1	-1.0	11	0	-7	-1	-3	-2.6
102	51	18*	COc1ccc(CNC(=O)CCCCCNc2nc(=S)[nH]c3ccccc23)cc1	0.7	7	-1	3	-2	-3	-1.4
104	-8	0	COc1ccc2c3n([n+]([O-])c2c1)CCN=C3c1ccc(Cl)cc1	5.0	14	1	5	3	9	-2.4
122	-9	-8	O=C(C(=O)N1CCCc2ccccc21)c1cn(CC(=O)N2CCOCC2)c2ccccc12	0.5	5	1	1	-2	0	-1.1
99	-11	-3	CC(C)(C)NC(=O)COc1ccc(CNCCc2ccccc2)cc1	-0.7	-13	-6	13	1	-1	2.7
82	9	-9	O=C(CN1C(=O)NC2NC(=O)NC21)NN=C1CCCC1 (centres undefined)	-0.2	-2	-3	-3	4	-1	0.4

Main list, repeating the preview:
DSG3 Ab inh	Arr AP2 block	Cardiac RTF inh	compound	C-LANA FP	MOR-DOR inv ag	Keap1-Nrf2 PPI	RTF Ca sens act	V-ATPase pH	Wnt act	MOR-DOR ag
/	-1	0	CS(=O)(=O)N(CC(=O)Nc1ccc2c(c1)OCO2)Cc1ccc(Cl)cc1	-1.0	11	0	-7	-1	-3	-2.6
102	51	18*	COc1ccc(CNC(=O)CCCCCNc2nc(=S)[nH]c3ccccc23)cc1	0.7	7	-1	3	-2	-3	-1.4
104	-8	0	COc1ccc2c3n([n+]([O-])c2c1)CCN=C3c1ccc(Cl)cc1	5.0	14	1	5	3	9	-2.4
122	-9	-8	O=C(C(=O)N1CCCc2ccccc21)c1cn(CC(=O)N2CCOCC2)c2ccccc12	0.5	5	1	1	-2	0	-1.1
99	-11	-3	CC(C)(C)NC(=O)COc1ccc(CNCCc2ccccc2)cc1	-0.7	-13	-6	13	1	-1	2.7
82	9	-9	O=C(CN1C(=O)NC2NC(=O)NC21)NN=C1CCCC1 (centres undefined)	-0.2	-2	-3	-3	4	-1	0.4
87	-5	-5	COc1cc(/C=N/NC(=O)CCC(=O)Nc2ccc(C)cc2)ccc1O	1.3	18	0	6	-4	-5	-3.6
108	29	11	Cc1ccc(-n2nc(C)c3c2OC(N)=C(C#N)C3c2ccco2)cc1 (centres undefined)	0.3	20	-1	2	1	/	-3.5
100	-8	-3	COc1ccc(NC(=O)CN(C)C(=O)c2ccc3c(c2)NC(=O)CS3)cc1	-0.7	6	-7	-2	-1	-7	-1.3
100	1	8	COC(=O)/C=C(\C)N=Nc1c(O)[nH]c2ccccc12	-0.1	-31	9	-1	3	-2	5.6
99	-19	1	CCOc1ccc(C(C)NC(=O)C2CCC2)cc1 (centres undefined)	0.8	8	-3	8	-1	0	-1.6
89	7	-2	c1ccc(CCc2nn3c(Cn4cnc5ccccc54)nnc3s2)cc1	-1.5	-15	0	5	2	-1	2.5
102	29	-3	Cc1c(NC(=O)COC(=O)c2cc(-c3cccc4ccccc34)nc3ccccc23)c(=O)n(-c2ccccc2)n1C	-0.6	-4	-6	0	8	/	0.8
104	7	-10	O=C(NNC(=O)c1ccc(Br)s1)c1cccc(Cl)c1	0.9	20	0	2	-3	1	-5.1
96	9	1	O=C(Nc1ccc2c(c1)OCO2)c1cc2ncc(Br)cn2n1	0.6	4	3	1	-4	/	-1.0
/	-3	-9	CCNC(=O)c1cccc(S(=O)(=O)N2CCCCCC2)c1	0.4	9	-4	1	1	-1	-1.8
103	-7	-8	CCCOc1ccc(C2=CSC3=NCCN23)cc1Cl	-5.5	5	?	-8	-3	-3	-1.1
95	9	-15	COc1ccc(C(=O)N2CCc3[nH]nc(-c4ccccc4)c3C2)cc1	-1.2	7	-3	2	-1	0	-1.3
109	-4	-5	CC(=O)N1CCC(N(CCN2CCOCC2)C(=S)Nc2ccccc2C)CC1	-0.6	11	-4	4	2	/	-2.2
110	-7	-7	COc1c(N)c2ccccc2[nH]c1=O	1.0	13	-7	-2	3	/	-2.6
101	20	9	COc1cc(NC(=O)COc2ccc(-n3ccnc3)cc2)cc(OC)c1	0.7	-7	2	3	-3	-1	1.3
103	8	-3	COc1cccc(OC)c1C(=O)N=c1sc2cc(S(C)(=O)=O)ccc2n1C	-0.8	10	-3	0	-2	0	-1.9
117	12	-4	COC(=O)c1[nH]c2cc(C)ccc2c1NC(=O)CN1CCCc2ccccc21	-1.9	-12	-4	-1	-1	/	2.0
94	35	2	O=C(O)c1ccc(N/N=C/c2cc3ccccc3nc2Cl)cc1	0.0	21	0	-3	6	29	-4.0
94	3	-12	CC(C)c1ccc(C2=NN(c3ccccc3)C(=O)CC2)cc1	0.0	-41	-5	-5	5	0	6.7
100	-4	1	CCOC(=O)CSc1nnc(CNC(=O)c2cccc(C)c2)n1C	0.5	14	-5	1	-3	0	-3.1
98	24	-4	CCOC(=O)c1ccc(NC(=O)CC2C(=O)N(c3ccc(F)cc3)C(=O)N2CCCOC)cc1 (centres undefined)	-0.1	14	-3	5	-3	/	-2.6
124	-4	1	COc1ccc(NC(=S)NC(=O)c2ccc3c(c2)OCCO3)cc1	-2.1	6	-1	-1	0	-4	-1.4
103	6	-6	CSc1ncccc1C(=O)OCC(=O)N1CCN(S(=O)(=O)c2ccc(C)cc2C)CC1	-0.4	-2	-1	-1	-2	-4	0.4
100	-22	-14	COc1cccc(CN2CCC(N(CCc3ccccc3)Cc3ccccc3)CC2)c1OC	-0.2	-31	1	7	2	-10	7.0
105	1	7	O=C(NCCCn1ccnc1)C(=O)NCC(c1cccnc1)N1CCN(c2ccccc2)CC1 (centres undefined)	0.4	8	-3	6	5	-2	-1.4
99	19	1	CCCCOc1ccc(C(=O)N2CC(C)OC(C)C2)cc1 (centres undefined)	0.1	0	2	0	-2	-2	-0.1
/	-1	-11	COc1ccc(CN2C(=O)c3ccccc3C2=O)cc1C(=O)N(C)CC(=O)Nc1c(C)cccc1C	-0.4	4	-4	3	/	-5	-1.0
/	25	-5	CCN1CCCC1CNC(=O)c1ccc2c(c1)N(Cc1ccccc1F)C(=O)c1ccccc1S2(=O)=O (centres undefined)	-0.3	13	0	-8	-4	-3	-2.6
70	-1	-3	O=C1NC(=O)C2C1C(c1ccccc1)N1C3C(=O)NC(=O)C3C(c3ccccc3)N21 (centres undefined)	2.2	10	-2	4	2	-2	-1.9
104	-6	-13	Cc1nc(SCC(=O)NC(=O)NC(C)C)nc(C)c1C	-3.3	7	-1	2	2	-1	-1.3
112	32	-6	CC1=C(C(=O)OC2CCCCC2)C(c2ccccc2F)NC(=O)N1 (centres undefined)	-0.5	16	-1	-5	0	-2	-3.6
103	6	4	COC(=O)[C@@H](NCc1ccc(B(O)O)cc1)C(C)C	0.0	12	-2	7	-1	0	-2.5
91	-2	-21	CN(C)S(=O)(=O)Oc1ccsc1C(=O)Nc1ccc(Br)cc1	1.1	2	-6	-1	-3	1	-0.3
97	-6	/	COc1cccc(CN2CCN(S(=O)(=O)c3ccccc3)CC2)c1OC	/	/	/	/	1	2	/
114	11	-7	COc1cccc(-c2csc(N3CCN(C(=S)Nc4ccccc4Cl)CC3)n2)c1	1.5	-12	2	5	8	/	2.2
/	41	-3	O=C(CSc1ncnc2c1cnn2-c1ccc(F)cc1)NC1CCCC1	0.9	8	0	-3	-3	-3	-1.4
100	-7	1	CS(=O)(=O)c1ccc(NC(=O)CCN2C(=O)C3CCCCC3C2=O)cc1 (centres undefined)	0.2	-2	0	-1	-1	2	0.3
98	8	-5	CN(c1ccc(C(=O)NCCc2ccccc2)cc1)S(C)(=O)=O	0.6	12	-7	1	4	/	-2.1
128	-15	-8	O=C(c1cc2ncc(CCCl)cn2n1)N1CCCCCC1	0.6	3	-3	-4	-4	/	-0.5
104	4	-7	COc1ccc(Nc2ccc(C(=O)O)cc2[N+](=O)[O-])cc1	-0.5	3	-2	5	5	-1	-0.4
105	1	-9	COc1ccc(NC(=O)C(=O)NCC2CCCN2S(=O)(=O)c2ccc(C)cc2)cc1 (centres undefined)	-0.9	15	1	-9	-1	-2	-2.9
96	2	1	Cn1c(Nc2ccccc2)nc2ccccc21	0.3	14	3	-7	1	4	-3.1
/	-15	-1	CSc1nc(N)nc2c1ncn2C1OC(CO)C(O)C1O (centres undefined)	-0.8	20	-2	-4	4	-1	-4.0
101	1	-8	O=C(Cc1ccccc1)Nc1nc2ccccc2[nH]1	0.0	3	-2	1	-1	21	-0.5

The listing continues.
DSG3 Ab inh	Arr AP2 block	Cardiac RTF inh	compound	C-LANA FP	MOR-DOR inv ag	Keap1-Nrf2 PPI	RTF Ca sens act	V-ATPase pH	Wnt act	MOR-DOR ag
104	11	-17	COc1cc(C(=O)NC(=S)NC(C)C)cc(OC)c1OC	-1.6	8	-4	8	-1	/	-1.6
107	-3	/	CCCc1cc(NCCCO)n2c(nc3ccccc32)c1C#N	/	/	/	/	-5	-3	/
108	36	-1	COc1ccc(S(=O)(=O)N2CCN(Cc3cccc(F)c3)CC2)cc1	0.8	-2	3	2	0	0	0.5
/	-4	-10	NC(=O)c1nsc(C(=O)N(CC(=O)NC2CCCC2)c2ccc(F)c(Cl)c2)c1N	-2.2	8	1	2	-1	-2	-1.1
97	2	-1	CCCCC(c1nnnn1C(C)C)N1CCN(C(=O)c2ccco2)CC1 (centres undefined)	5.4	5	-1	-3	-4	-3	-0.8
